Screens as filed in PubChem BioAssay.
zfTRPN1 agonist – agonists of zebrafish TRPN1 channel; HEK293 zebrafish TRPN1-YFP, Fluo-8 calcium fluorescence; 100% = response to 87 µM carbachol; 0.18% of 220,000 active; activation, % at 3 µM;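 active means activation above its plate's cutoff, the mean activation of test wells on that plate plus 3 SD, cut at about 19% in these data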;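 further: 0% = DMSO alone and 100% = 87 µM carbachol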
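Material: zebrafish TRPN1-YFP in HEK293 cells. Doses: one dose of 3 µM, 0.3% DMSO. Incubation: dye 1 h 37 °C plus 30 min RT. Measured by: intracellular calcium fluorescence with Fluo-8.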
14-3-3 Bad PPI – disrupts binding of bovine 14-3-3 zeta to phospho-Bad peptide | P63103 | TR-FRET 14-3-3zeta/Dy647-pBad peptide displacement, 1 h | inhibition, % at 21.7 µM | 0.71% of 220,000 active | AID 781;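 active means inhibition above about 70%, limit read from the data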;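 further: 0% = full 14-3-3 plus peptide FRET controls and 100% = background without 14-3-3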
Target sequence (P63103 whole entry, looked up): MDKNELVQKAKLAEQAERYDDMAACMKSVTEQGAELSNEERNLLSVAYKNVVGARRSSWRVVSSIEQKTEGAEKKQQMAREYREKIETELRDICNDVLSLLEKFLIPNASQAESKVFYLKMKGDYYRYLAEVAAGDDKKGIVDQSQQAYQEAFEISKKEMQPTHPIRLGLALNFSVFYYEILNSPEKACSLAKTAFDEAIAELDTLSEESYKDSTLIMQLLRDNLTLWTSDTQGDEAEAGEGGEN
TRPML3 agonist – activates the human TRPML3 channel; Q8TDD5; 0.29% of 220,000 active; activation, % at 3 µM; HEK293 TRPML3-YFP, Fluo-8 calcium fluorescence; 100% = the carbachol control signal;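 active means activation above its plate's cutoff, the mean activation of the plate's test wells plus 3 SD, cut at about 12% in these data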;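 further: 0% = DMSO only wells and 100% = carbachol wells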
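system = HEK293 cells stably carrying human TRPML3-YFP | doses = one concentration, 3 µM nominal, 0.3% DMSO | timing = dye loading 1 h 37 °C then 30 min ambient, 125 s read | detection = Fluo-8 calcium dye fluorescence, ex 470-495, em 515-575 nm | benchmarks = high control carbachol 87 µM, low control DMSO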
CHOP inh – inhibitors of CHOP induction in ER stress response; CHO-K1 CHOP-promoter luciferase, tunicamycin-induced, 15-18 h; inhibition, % at 10 µM; 3.8% of 220,000 active; AID 2732;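 active means compounds that reduced the stress-induced luciferase reporter signal by more than about 70% of percent inhibition, limit read from the data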;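 further: 0% = tunicamycin plus vehicle and 100% = wells without tunicamycin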
EP2 mod – EP2 receptor (human) modulation; P43116; EP2-expressing cells, cAMP HTRF FRET, PGE2 co-stimulation; induction, % at 25 µM; 0.83% of 260,000 active; AID 940;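 active means compounds whose cAMP rise, as percent of the full-agonist control response, exceeds 60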;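 further: rat C6 glioma line stably carrying human EP2 under a CMV promoter; the protocol text gives 20 µM as final concentration; 100% = response of wells given 1 µM PGE2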
Target sequence (P43116 whole entry, looked up): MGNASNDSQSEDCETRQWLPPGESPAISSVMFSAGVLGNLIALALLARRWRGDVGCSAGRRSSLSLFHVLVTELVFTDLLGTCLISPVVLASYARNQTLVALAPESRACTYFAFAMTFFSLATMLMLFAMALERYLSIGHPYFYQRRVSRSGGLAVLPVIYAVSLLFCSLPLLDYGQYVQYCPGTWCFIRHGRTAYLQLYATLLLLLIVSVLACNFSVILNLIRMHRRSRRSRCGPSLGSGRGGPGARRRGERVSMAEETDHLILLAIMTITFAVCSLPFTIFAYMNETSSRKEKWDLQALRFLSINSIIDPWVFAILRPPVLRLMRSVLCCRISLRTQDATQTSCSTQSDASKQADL
NPY Y1 blocker – NPY-Y1 (human) receptor antagonism; HEK293-CNG Y1 cells, membrane potential fluorescence; NPY at EC95, then isoproterenol; inhibition, % at 3.6 µM; AID 1040; 1% of 200,000 active;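 active means inhibition above the campaign mean inhibition of all tested compounds plus 3 SD, cut at about 20% in these data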;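 further: 0% = DMSO wells given NPY plus isoproterenol and 100% = isoproterenol alone without NPY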
Target sequence (P25929 whole entry, looked up): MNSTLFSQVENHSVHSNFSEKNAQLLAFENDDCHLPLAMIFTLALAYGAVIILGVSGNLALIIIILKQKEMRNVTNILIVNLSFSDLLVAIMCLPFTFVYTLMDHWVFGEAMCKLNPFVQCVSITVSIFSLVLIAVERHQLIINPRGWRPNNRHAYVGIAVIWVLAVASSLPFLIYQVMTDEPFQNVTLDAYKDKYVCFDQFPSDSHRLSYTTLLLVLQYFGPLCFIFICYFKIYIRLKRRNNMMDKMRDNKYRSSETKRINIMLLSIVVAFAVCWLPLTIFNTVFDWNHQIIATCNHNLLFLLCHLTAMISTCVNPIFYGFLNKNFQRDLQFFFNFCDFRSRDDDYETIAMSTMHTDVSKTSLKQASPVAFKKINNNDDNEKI
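Material: HEK293 cells co-expressing NPY Y1 receptor and cyclic-nucleotide gated channel. Timing: compound incubation 1 h at room temperature, readout 45 min post-stimulation. Signal: fluorescence, membrane potential probe.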
PPC-1+TRAIL kill – compounds killing PPC-1 cancer cells with TRAIL present (potentiator screen, no TRAIL-free arm). 0.41% of 220,000 active. PPC-1 cells + TRAIL, ATPLite viability luminescence. cell killing (% activity), % at 4 µM;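 active means cell killing above 50% in the first pass at 4 µM, then a duplicate retest at 5 µM averaging 50% or more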;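 further: plate controls were cells with TRAIL plus DMSO for no effect and medium-only wells lacking cells for full effect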
NPY1 pot ag – potentiators or agonists of human neuropeptide Y receptor Y1; activation, % at 3.6 µM; NPY-Y1 expressing cells, potentiator/agonist activation; 0.37% of 220,000 active; in the data active means activation above about 33%, passing the limit was not always enough;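 further: cells stimulated with NPY at EC10 then isoproterenol at EC100; 0% = low agonist plus stimulus and 100% = saturating agonist plus stimulus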
EP2 antag – blocks the human prostaglandin E2 receptor EP2; 0.52% of 260,000 active; inhibition, % at 25 µM; AID 1422; C6 glioma cells expressing human EP2, cAMP TR-FRET; cells stimulated with saturating PGE2; P43116;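 active means percent inhibition above 40 after rounding to a whole number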;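 further: rat C6 glioma host cells with rolipram phosphodiesterase inhibitor present; the protocol text gives 20 µM as final concentration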
An asterisk follows results filed as active; / = no result given; & = joins results of further samples; [ ] = another dose, or the depositor's remark. Not all compounds are listed; rates above refer to the full screens.

nr	compound	zfTRPN1 agonist	14-3-3 Bad PPI	TRPML3 agonist	CHOP inh	EP2 mod
1	Nn1c(SCC(=O)NCCC2=CCCCC2)nnc1C1CCCCC1	-0.5	5	-0.7	52	-3
2	COc1cc(C(c2nnnn2C(C)(C)C)N2CCN(C)CC2)cc(OC)c1OC (configuration not stated)	-0.3	6	0.8	9	11
3	CC(=O)Nc1ccc(NC(=O)C(C)OC(=O)c2ccc3c(c2)OCCO3)cc1 (configuration not stated)	0.7	-1	-0.1	16	-19
4	O=C(c1cc(-c2ccc3c(c2)OCO3)on1)N1CCN(c2ccccc2)CC1	0.6	10	-0.3	14	-40
5	COc1cccc(Nc2ncnc3ccccc23)c1	-1.0	21	0.2	7	-10
6	Cc1cnc2ncc3sccc3c2c1	-0.7	-1	0.7	-13	-2
7	O=C1[C@@H]2[C@@H]3C[C@@H]([C@H]4ON=C(c5ccc(Cl)cc5)[C@@H]34)[C@@H]2C(=O)N1C1CCCCC1	1.4	3[fluorescence artefact?]	9.4	61	-8
8	CS(=O)(=O)N1CCC(C(=O)Nc2cc(Cl)ccc2Cl)CC1	-0.7	8	0.9	13	-8&-28
9	O=C(NNS(=O)(=O)c1ccc(Cl)cc1)c1cc(-c2ccccc2)nc2ccccc12	-1.1	1	-0.2	42	1
10	COc1ccc(C2C(C#N)=C(N)Oc3n[nH]c(C)c32)cc1Cn1nc(C)c([N+](=O)[O-])c1C (configuration not stated)	1.1	-5	0.0	25	24
11	Nc1cccc(-n2cccc2)c1	-2.5	-13	-0.7	-8	18
12	CCC1CCCCN1C(=O)c1nn2cccnc2c1Cl (configuration not stated)	0.3	11	1.2	10	16

nr	NPY Y1 blocker	PPC-1+TRAIL kill	NPY1 pot ag	EP2 antag
1	10	1	13	12
2	1	-7	2	17
3	/	6	-11	7
4	13	3	-41	5
5	4	27	8	9
6	-1	-11	-10	7
7	1	8	0	7
8	-4	16	-7	15&5
9	6	11	-17	15
10	1	5	-22	10
11	-4	-1	21	6
12	4	15	-14	10

The list continues:
nr	compound	zfTRPN1 agonist	14-3-3 Bad PPI	TRPML3 agonist	CHOP inh	EP2 mod
13	Cc1cc(=O)[nH]c2c1c(C)nn2C1CCOC(C)(C)C1 (configuration not stated)	-0.8	-1[fluorescence artefact?]	0.6	16	19
14	CC(=O)c1ccc(NC(=O)COc2ccccc2C(=O)Nc2ccc(C)cn2)cc1	0.1	12	0.4	0	-1
15	O=C(NC12CC3CC(CC(C3)C1)C2)c1cc2nc(-c3ccco3)cc(C(F)(F)F)n2n1	0.6	9	1.6	42	6
16	CCCc1cc(NCc2ccccn2)n2c(nc3ccccc32)c1C#N	0.3	-4	0.0	13	7
17	Cc1cc(NS(=O)(=O)c2ccc(NC(=O)Nc3ccccc3)cc2)no1	0.6	-7[fluorescence artefact?]	0.5	47	20
18	COc1cc2c(cc1OC)-c1cc(N3CCCCCC3)nc(=O)n1CC2	1.8	-6	-0.5	9	31
19	O=C(O)c1ccc(CSc2n[nH]c(-c3ccco3)n2)cc1	1.8	-3	0.6	12	43
20	CCSc1nc2sc3c(c2c2nnc(SCC(=O)NCc4ccco4)n12)CCCC3	1.6	/	0.3	/	/
21	Cc1ccc(N=Cc2nc(/C=C/c3cccc([N+](=O)[O-])c3)oc2O)cc1	-0.1	6	0.7	16	17
22	Clc1ccc(CSc2nnc(-c3ccncc3)o2)c(Cl)c1	0.1	-2	-0.2	38	42
23	COc1ccc(-c2cc(C(F)(F)F)n3nc(C(=O)N4CCCC4)cc3n2)cc1	1.5	5	0.6	67	-8
24	O=C(Oc1c(-c2ccccc2)c(=O)n2c3c(cccc13)CC2)c1cccc([N+](=O)[O-])c1	-1.0	4	0.1	21	0

nr	NPY Y1 blocker	PPC-1+TRAIL kill	NPY1 pot ag	EP2 antag
13	1	27	11	13
14	-2	-5	-9	10
15	-8	10	9	16
16	2	7	1	5
17	-9	-14	19	0
18	24*	10	-23	0
19	-3	19	17	4
20	1	/	28	49*
21	4	14	6	8
22	4	0	6	5
23	-5	3	-11	9
24	/	-6	3	8

Six compounds already listed, arranged by the number in EP2 mod, largest number first.
cpd	Compound	14-3-3 Bad PPI	TRPML3 agonist	CHOP inh	EP2 mod	NPY Y1 blocker	NPY1 pot ag
19	O=C(O)c1ccc(CSc2n[nH]c(-c3ccco3)n2)cc1	-3	0.6	12	43	-3	17
22	Clc1ccc(CSc2nnc(-c3ccncc3)o2)c(Cl)c1	-2	-0.2	38	42	4	6
13	Cc1cc(=O)[nH]c2c1c(C)nn2C1CCOC(C)(C)C1 (configuration not stated)	-1[fluorescence artefact?]	0.6	16	19	1	11
24	O=C(Oc1c(-c2ccccc2)c(=O)n2c3c(cccc13)CC2)c1cccc([N+](=O)[O-])c1	4	0.1	21	0	/	3
14	CC(=O)c1ccc(NC(=O)COc2ccccc2C(=O)Nc2ccc(C)cn2)cc1	12	0.4	0	-1	-2	-9
23	COc1ccc(-c2cc(C(F)(F)F)n3nc(C(=O)N4CCCC4)cc3n2)cc1	5	0.6	67	-8	-5	-11

Next section.
nr	compound	zfTRPN1 agonist	14-3-3 Bad PPI	TRPML3 agonist	CHOP inh	EP2 mod
25	CCc1nc2oc3ccccc3c(=O)c2c(=O)n1-c1ccc(C)cc1	1.4	38	0.2	-8	-2
26	Cc1csc(NC(=O)C2CCN(S(=O)(=O)c3ccc4c(c3)oc(=O)n4C)CC2)n1	1.6	9	1.6	52	-15
27	CCOC(=O)CN(C(=O)Cn1nnc2ccccc21)C(C(=O)NCCOC)c1ccccc1 (configuration not stated)	0.8	-2	0.8	-9	11
28	COc1ccc(C(=O)NNC(=O)c2ccc(C)cc2)cc1S(=O)(=O)N1CCCC1	0.0	-13	0.4	12	14
29	O=C(Cn1nc(-c2ccccc2)ccc1=O)N1CCOCC1	0.2	/	-0.3	/	/
30	COc1ccccc1C1=Nn2c(nnc2C2CCCCC2)SC1	-1.0	0	0.2	33	29
31	CCOc1cc(CNCCSc2nnnn2C)cc(Br)c1OCc1ccccc1F	-2.3	36	-1.3	69	7
32	COc1c2ccc(C(=O)NCc3cc(C(F)(F)F)cc(C(F)(F)F)c3)cc2nn1C	0.5	/	1.0	13	-6
33	COC(=O)c1[nH]c2ccc(C)cc2c1NC(=O)c1ccccc1[N+](=O)[O-]	0.2	-30	0.5	25	-56
34	COCCn1nnnc1C(C(C)C)N1CCC(Cc2ccccc2)CC1 (configuration not stated)	0.8	84*	2.9	48	10
35	CC(C)CCNC(=O)Cc1c(C(=O)O)[nH]c2ccc(Cl)cc12	0.6	3[fluorescence artefact?]	0.6	-6	34
36	CCOC(=O)c1sc(-c2ccccc2)nc1C	1.2	-6	1.0	26	42

nr	NPY Y1 blocker	PPC-1+TRAIL kill	NPY1 pot ag	EP2 antag
25	/	15	-3	10
26	-1	5	6	12
27	2	3	-37	11
28	11	-2	8	2
29	-3	/	-3	11
30	1	28	-39	24
31	1	12	-7	4
32	-8	-1	8	11
33	5	18	-28	17
34	4	-3	-7	16
35	10	-2	-1	8
36	1	20	16	13

Among those listed so far, 2 have a cyano group:
nr	compound	zfTRPN1 agonist	14-3-3 Bad PPI	TRPML3 agonist	CHOP inh	EP2 mod
10	COc1ccc(C2C(C#N)=C(N)Oc3n[nH]c(C)c32)cc1Cn1nc(C)c([N+](=O)[O-])c1C (configuration not stated)	1.1	-5	0.0	25	24
16	CCCc1cc(NCc2ccccn2)n2c(nc3ccccc32)c1C#N	0.3	-4	0.0	13	7

nr	NPY Y1 blocker	PPC-1+TRAIL kill	NPY1 pot ag	EP2 antag
10	1	5	-22	10
16	2	7	1	5

Next part
nr	compound	zfTRPN1 agonist	14-3-3 Bad PPI	TRPML3 agonist	CHOP inh	EP2 mod
37	O=C(Nc1ccc(SC(F)F)cc1)c1ccccc1F	0.3	3	1.5	-22	-25
38	Cc1cc(C)n2nc(N)c(N=Nc3cccc(Cl)c3)c2n1	1.0	-2[fluorescence artefact?]	0.5	-6	-17
39	Cc1ccc(OCCOC(=O)Nc2ccccc2)cc1	-3.0	-2	-0.6	12	-21
40	CC(C)COc1ccc(C(=O)Nc2ccc(SC(F)F)cc2)cc1	-1.0	-10[fluorescence artefact?]	1.7	10	10
41	Cc1cc(C)c2[nH]c(=O)c(CN(CC3CCCO3)C(=S)Nc3ccccc3)cc2c1 (configuration not stated)	0.8	-14[fluorescence artefact?]	0.8	32	30
42	C/C(=N/NC(=O)c1cccs1)c1ccc(N2CCOCC2)cc1	-1.2	-2	0.9	-31	-51
43	CCS(=O)(=O)NCc1cn2ccsc2n1	0.6	4[fluorescence artefact?]	0.1	57	-4
44	C=C(C)Cn1c(SCC(=O)O)nnc1-c1ccccc1	1.0	16	0.6	16	0
45	COc1cc(C2=NOC(C(=O)Nc3ccc(C)cc3)C2)cc(OC)c1OC (configuration not stated)	-0.1	4	-0.7	4	-31
46	Cc1cccc(C)c1NC(=O)C(c1ccccc1)N1CC(=O)Nc2ccccc21 (configuration not stated)	-0.7	-4	-0.1	4	12
47	Cc1cccc(N2CC(C(=O)Nc3ccc4c(c3)OCO4)CC2=O)c1C (configuration not stated)	0.3	-4[fluorescence artefact?]	0.4	8	6
48	Cc1nn(-c2ccccc2)c2sc(C(=O)OCc3nnc(-c4ccccc4)o3)cc12	0.6	-1	0.6	16	7

nr	NPY Y1 blocker	PPC-1+TRAIL kill	NPY1 pot ag	EP2 antag
37	5	-1	-5	1
38	2	13	-5	13
39	10	14	-16	6
40	3	8	-3	6
41	2	-6	6	9
42	2	43	0	22
43	-1	5	-7	4
44	7	18	-8	3
45	4	14	1	4
46	4	17	5	5
47	-6	-4	-5	2
48	1	4	-8	19
